Screening data (PubChem)
ALOX12 inh: blocks human arachidonate 12S-lipoxygenase. P18054. hit rate 1.1% among 580,000. purified 12hLO, xylenol orange hydroperoxide absorbance. Potency, µM (series often up to 108 µM), for inactives: at the top dose activity change, negative = inhibition, actives largely listed as inhibitors; further: potency means the concentration at half of the fitted maximal effect; on the % scale 0 is the no-effect control and ±100 the full control effect
Target sequence (P18054 whole entry, looked up): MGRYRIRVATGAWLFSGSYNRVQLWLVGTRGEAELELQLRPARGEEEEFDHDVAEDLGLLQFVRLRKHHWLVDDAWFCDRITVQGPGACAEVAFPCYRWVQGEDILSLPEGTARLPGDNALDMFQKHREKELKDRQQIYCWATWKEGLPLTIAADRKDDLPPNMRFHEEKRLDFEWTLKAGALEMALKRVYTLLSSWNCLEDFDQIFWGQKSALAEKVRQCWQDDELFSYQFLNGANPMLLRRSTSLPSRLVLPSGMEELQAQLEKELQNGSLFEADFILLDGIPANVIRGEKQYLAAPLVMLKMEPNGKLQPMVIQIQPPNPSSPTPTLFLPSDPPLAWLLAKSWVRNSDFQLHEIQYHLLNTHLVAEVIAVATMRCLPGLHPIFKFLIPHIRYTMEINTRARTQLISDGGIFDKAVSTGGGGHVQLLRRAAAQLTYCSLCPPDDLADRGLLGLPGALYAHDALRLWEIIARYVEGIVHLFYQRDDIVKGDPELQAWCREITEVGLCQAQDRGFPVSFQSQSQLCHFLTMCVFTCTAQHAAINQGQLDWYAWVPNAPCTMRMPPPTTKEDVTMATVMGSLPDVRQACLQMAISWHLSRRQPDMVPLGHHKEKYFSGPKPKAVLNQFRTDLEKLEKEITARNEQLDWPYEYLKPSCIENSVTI
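Hydroperoxide product was detected by ferrous iron/xylenol orange as the 573 to 405 nm absorbance ratio. Arachidonic acid at 40 uM (final) was turned over for 30 min at room temperature by 150 nM human 12hLO, pH 7.0 Hepes buffer, after 15 min compound preincubation.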
Vif-A3G inh: blocks the Vif interaction with human APOBEC3G; Potency, µM (top dose mostly 46.1 µM), for the others: at the top dose activity, negative = active, hits mostly inhibitors; HeLa A3G-eYFP + Vif (tagged APOBEC3G with the HIV-1 protein that degrades it), YFP fluorescence, overnight; hit rate 0.076% among 410,000; Q9HC16;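 further: potency means the concentration at half of the fitted maximal effect; on the % scale 0 is the no-effect control and ±100 the full control effect; nearly all actives have a fitted effect of over 60% in size; hits raise eYFP signal because A3G escapes Vif-driven loss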
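Read-out is eYFP fluorescence (Ex 488/Em 500-530) from Vif-expressing HeLa A3G-eYFP cells; more signal means A3G escaped Vif-mediated degradation. Cells plated overnight, compound pinned in, incubated overnight at 37 deg C.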
RGS4 inhibitor: blocks human RGS4-accelerated GTP hydrolysis. Transcreener GDP fluorescence polarization, RGS4-accelerated GTP hydrolysis. AID 504845. hit rate 0.039% among 390,000. Potency, µM (doses to about 114 µM), for the others: at the highest dose activity change, negative = inhibition, most hits filed as inhibitors. P49798; further: potency means the concentration at half of the fitted maximal effect; on the % scale 0 is the no-effect control and ±100 the full control effect; nearly all actives have a fitted effect of over 75% in size; some results filed as inactive show a strong effect at the top dose
Target sequence (P49798 whole entry, looked up): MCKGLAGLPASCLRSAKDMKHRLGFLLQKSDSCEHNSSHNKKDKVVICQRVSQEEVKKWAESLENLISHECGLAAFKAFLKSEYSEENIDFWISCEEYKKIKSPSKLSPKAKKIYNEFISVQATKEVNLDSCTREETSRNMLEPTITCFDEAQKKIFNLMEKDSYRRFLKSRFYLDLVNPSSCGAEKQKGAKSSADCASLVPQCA
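MLSMR compounds (23 nl, pin-transferred) preincubated 10 min at room temperature with a 500nM (2x) first reagent, then RGS4 at 900nM (2x) plus Transcreener GDP mix added; fluorescence polarization (620/688 nm) read before and after 90 min at 30 °C.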
ERG Ets-DNA blk: inhibitors of human ERG Ets domain-DNA interaction. Potency, µM (doses to about 76.9 µM), without a hit: at the top dose FP activity, negative = inhibition, most hits filed as inhibitors. P11308. fluorescence polarization, His-ERG Ets domain / labelled DNA. hit rate 0.028% among 370,000. AID 624246; active means well fitted inhibition curve with a large enough effect in the polarisation, with a control signal flat; inconclusive means small, poorly fitted or top-dose-only effect, or effect the other way, or a change in a side signal; inactive means no such curve, though single readings can be large or run the other way; the % refers to the polarisation;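 further: polarization taken with two DNA probes labelled with fluorescein and Texas red; potency means the concentration at half of the fitted maximal effect; % of control where 0% means no effect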
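His-tagged ERG Ets domain (1 uM in the protein solution; 300mM KCl, 50mM Tris-HCl, 1mM EDTA, 1mM DTT, pH 7.5) received compound, then a probe mix of 5 nM fluorescein-DNA and 100nM Texas-615-DNA. Fluorescence polarization was read for both dyes.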
D2 agonist: activates the human D2 dopamine receptor; HEK293 T-REx D2 cells, calcium flux agonist mode; activation, % at 2 µM; hit rate 0.53% among 340,000; AID 485358;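 active means activation over 3 SD above normal in the single-dose calcium agonist read, cut at about 30% in these data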; further: 0% is about no effect
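Agonism scored from kinetic calcium signal (1 read/sec, 180 s) following compound pin transfer, after a 10 s baseline. Cells: HEK293 Trex line expressing inducible D2 receptor coupled to calcium, dye-loaded after overnight culture at 30 C.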
Vif-APOBEC3F blk: Vif-A3F binding inhibition; hit rate 0.2% among 390,000; HeLa A3F-eYFP + Vif (tagged APOBEC3F with the HIV-1 protein that degrades it), YFP fluorescence increase; AID 602313; Potency, µM (top dose mostly 46.1 µM), for inactives: at the top dose activity, negative = active; further: potency means the concentration at half of the fitted maximal effect; % of control where 0% means no effect; nearly all actives have a fitted effect of over 65% in size
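HeLa cells stably expressing A3F-eYFP plus Vif, plated and incubated overnight at 37 deg C, then exposed to compounds overnight at 37 deg C. Blocked degradation read as raised yellow fluorescence (Ex 488/Em 500-530).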
LDHA block: LDHA (human) enzyme inhibition; P00338; purified LDHA, NADH/diaphorase-resazurin fluorescence; hits give low values; activity change, % (values are at about 110 or 230 µM); hit rate 0.15% among 480,000; in the data active means activity change below about -30%; inconclusive means mostly about -25% to -30%;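 further: plate controls were DMSO wells for no effect and wells without enzyme for full effect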
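Human LDH5 (2 nM) was incubated with 0.06 mM NADH and 0.2 mM pyruvate for 5 min at room temperature in Tris pH 7.4. Remaining NADH was coupled through diaphorase/resazurin, and resorufin fluorescence was read at 0 and 20 min.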
Glioma ERSR ind: inducers of ER stress response in human glioma cells. Potency, µM, without a hit: top-dose activation, actives largely listed as activators. U87-MG GRP78 promoter luciferase reporter, 16 h. hit rate 0.02% among 420,000. AID 602332; further: potency means the concentration at half of the fitted maximal effect; series mostly up to about 76 µM; % of control where 0% means no effect; nearly all actives have a fitted effect of over 35% in size
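Stably transfected U87-MG human glioma cells carrying a GRP78-based luminescent sensor were seeded at 1000 cells/well, pin-dosed with compounds and incubated 16 h. Luciferase reagent was then added, and end-point luminescence was read after 10 min at room temperature.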
D2 antag: antagonizes the human D2 dopamine receptor | hit rate 2% among 340,000 | P14416 | inhibition, % at 10 µM | AID 485344 | HEK293 TREx D2 cells, calcium flux, dopamine EC80; in the data active means inhibition above about 30%; further: 0% is about no effect
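Cells plated overnight at 30 C with tetracycline; no-wash calcium dye, 30–90 min RT; 10 s baseline; compound pinned; 180 s read; EC80 dopamine added; another 180 s read.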
* hit, by the source's call; ? = inconclusive; . = no result given; & = joins results of further samples; [ ] = another dose, or the depositor's remark. Unless noted, the call rests on the fitted dose curve; in most records, active means well fitted curve in the direction sought with a large enough effect; inconclusive means small, poorly fitted or top-dose-only effect, or another doubt; inactive means no such curve, though single readings can be large; an effect the other way counts as inactive or inconclusive. An excerpt. The share of hits here may be higher or lower than overall.

Values in the order: Vif-APOBEC3F blk	D2 antag	ERG Ets-DNA blk	RGS4 inhibitor	LDHA block	Glioma ERSR ind	ALOX12 inh	Vif-A3G inh	D2 agonist
COc1ccc(Cl)cc1S(=O)(=O)N1CCC(c2ccncc2)CC1
    4.0%	.	7.0%	32.1%	-3.8	-3.8%	-23.7%	4.4%	0.4
COc1cccc(CNC(=O)C(=O)NCC(c2cccs2)S(=O)(=O)c2cccs2)c1 (configuration not stated)
    0.9%	.	-2.4%	-9.4%	-6.1	2.0%	-3.2%	2.6%	0.2
O=c1oc2ccccc2n1CSC1=NCCS1
    -11.2%	19.9	-14.6%	-17.2%	-2.9	-7.7%	20.8%	-19.9%	-0.7
Cc1ccc(-n2c(=O)c3c(c4cc(C)ccc4n3C)n(CC(=O)NCC3CCCO3)c2=O)cc1 (configuration not stated)
    5.0%&0.3%	.	-1.2%	9.1%	1.1&-0.5	-4.0%&-4.8%	-19.6%&-21.8%	-4.6%&-3.2%	8.6
CCCCC(=O)NC1CC(=O)N(c2ccc3c(c2)OCCO3)C1 (configuration not stated)
    -8.7%	.	0.2%	-1.4%	-6.1	-0.9%	0.0%	-2.0%	0.4
Cc1cccc(NC(=O)c2cc(N3C(=O)CCC3=O)ccc2Cl)n1
    -0.9%	-1.3	-6.6%	-29.6%	-7.7	-3.0%	-18.9%	-6.7%	-0.4
NC(=O)CC[C@H](NC(=O)OCc1ccccc1)C(=O)OCc1ccc(Cl)cc1
    -9.0%	2.5	3.2%	9.3%	-4.8	3.7%	-12.3%	1.4%	1.2
Cc1ccc(N2C(=O)c3ccccc3NC2(C(=O)O)c2ccccc2)cc1Cl (configuration not stated)
    3.8%	11.2	8.0%	-23.0%	-2.1	6.1%	0.0%	-7.5%	-0.5
CN1OC2C(=O)N(c3ccccc3)C(=O)C2C1c1ccc(F)cc1 (configuration not stated)
    -4.1%	-14.8	-9.9%	-17.6%	-5.2	-7.2%	18.7%	-2.3%	-0.9
Cc1ccc(Cn2nnc3c(=O)[nH]c(C4CCN(C(=O)c5cccs5)CC4)nc32)cc1
    0.3%	6.2	-1.7%	10.4%	-1.1	-3.2%	-14.0%	-1.1%	-0.2
O=C(COC(=O)CNS(=O)(=O)c1ccccc1)Nc1ncc(Cl)cc1Cl
    0.0%	15.8	-2.2%	-11.5%	-8.5	-5.1%	?	1.7%	-0.2
COc1cccc(N2C(=O)N(c3ccccc3)C3CS(=O)(=O)CC32)c1 (configuration not stated)
    2.5%	16.4	-6.1%	-9.5%	-1.8	-1.4%	-11.7%	-0.5%	0.6
NCCOc1ccccc1OCCN
    -2.7%	.	1.6%	-9.3%	-0.7	-5.8%	13.9%	1.4%	.
O=C(COC(=O)c1cccc(C(F)(F)F)c1)NCc1ccc(Cl)cc1
    -1.5%	2.8	-4.9%	20.8%	-7.2	-0.7%	-18.2%	1.1%	-1.1
CCc1ccc(NC(=O)c2cc(C)nn2-c2ccccc2)cc1
    8.9%	-11.8	1.2%&2.4%	-14.7%&5.5%	4.2&-0.3	1.2%	-12.7%&-15.9%	2.8%	-0.9&-0.3

Shown bar-delimited: three of the compounds above.
Structure | Vif-APOBEC3F blk | D2 antag | ERG Ets-DNA blk | RGS4 inhibitor | LDHA block | Glioma ERSR ind | ALOX12 inh | Vif-A3G inh | D2 agonist
COc1cccc(N2C(=O)N(c3ccccc3)C3CS(=O)(=O)CC32)c1 (configuration not stated) | 2.5% | 16.4 | -6.1% | -9.5% | -1.8 | -1.4% | -11.7% | -0.5% | 0.6
NCCOc1ccccc1OCCN | -2.7% | . | 1.6% | -9.3% | -0.7 | -5.8% | 13.9% | 1.4% | .
O=C(COC(=O)c1cccc(C(F)(F)F)c1)NCc1ccc(Cl)cc1 | -1.5% | 2.8 | -4.9% | 20.8% | -7.2 | -0.7% | -18.2% | 1.1% | -1.1

(next part)
Values in the order: Vif-APOBEC3F blk	D2 antag	ERG Ets-DNA blk	RGS4 inhibitor	LDHA block	Glioma ERSR ind	ALOX12 inh	Vif-A3G inh	D2 agonist
Cn1c(=O)c2c(nc(N3CCOCC3)n2CC(=O)C23CC4CC(CC(C4)C2)C3)n(C)c1=O
    0.3%	-9.5	2.0%	-1.7%	-3.2	-1.9%	0.3%	0.5%	0.9
COc1ccc(OCc2cc(C(=O)N3CCSCC3)no2)c(Cl)c1
    1.9%	16.5	2.1%	-17.7%	-0.1	0.4%	0.0%	1.3%	-0.7
COc1ccc(S(=O)(=O)NC(C)C)cc1-n1cnnn1
    -2.0%&-6.5%	-6.5	-0.1%&-4.6%	-2.3%&-15.2%	-9.6&-8.2	-0.7%&-2.7%	?	-1.1%&1.8%	0.5&0.9
COc1ccc2[nH]c3c(=O)n(CCCCC(=O)N4CCCC4)c(=S)[nH]c3c2c1
    -1.6%	-13.8	4.4%	-47.6%	-8.9	2.1%	-29.1%	0.2%	0.5
C/C=C/C(=O)OCC(=O)Nc1nc2ccc(C)cc2s1
    -4.8%	.	2.3%	-16.5%	-2.7	-2.9%	0.0%	-3.5%	.
CCOC(=O)CN1CC23C=CC(O2)C(C(=O)Nc2ccc(OC)cc2OC)C3C1=O (configuration not stated)
    3.2%	-5.9	9.5%	-0.8%	3.7	-0.7%	426.9%[activator]	-6.1%	-2.6
CCCCN1CC(N2CCN(C)CC2)CS1(=O)=O (configuration not stated)
    .	.	.	.	-5.3	-1.4%	7.1%	3.5%	.
CC1(C)Cc2c(sc(NC(=O)C(=O)NCC3CCCO3)c2C(=O)O)CO1 (configuration not stated)
    -0.1%	1.5	-9.8%	-5.1%	-5.2	-4.8%	-1.7%	0.6%	1.1
CCN(CC(=O)Nc1ccc(NC(C)=O)cc1)C(=O)c1ccc(COc2ccccc2)o1
    -2.4%	-28.4	15.9%	-2.2%	-1.0	-1.1%	22.3%	1.4%	-0.2
COC(C(=O)N/N=C/c1ccc(OCC(=O)N2CCOCC2)cc1)c1ccccc1 (configuration not stated)
    -0.4%	-7.0	-3.3%	-7.8%	-5.9	-1.8%	-0.2%	-0.6%	4.0
O=c1oc(-c2cccc([N+](=O)[O-])c2)nc2ccccc12
    -22.8%	-6.6	8.3%	-39.0%	3.5	2.2%	0.0%	-5.5%	-0.7
S=C(NCCc1ccccc1)N1CCCCC1
    0.8%	-13.9	-13.2%	-22.4%	-5.0	2.5%	-10.9%	1.1%	-0.7
CCOC(=O)C1(CC2CCCCO2)CCN(Cc2cc(F)ccc2-n2cccn2)CC1 (configuration not stated)
    0.1%	6.9	-8.9%	-15.4%	-2.8	-1.9%	-12.1%	1.9%	0.2
Cc1nc(SCC(=O)NC(=O)NCc2ccco2)nc(C)c1C
    -0.5%	-5.3	-0.9%	-8.0%	-6.6	-2.9%	-4.8%	-7.3%	1.4
COc1ccc(NC(=S)NC(=O)c2ccccc2Cl)cc1
    1.0%	-16.8	4.1%	?	-1.9	4.0%	-22.8%	5.0%	0.2
Cc1ccccc1NCc1nc2ccccc2n1C
    3.5%	-6.6	10.2%	19.3%	-0.6	-5.4%	0.0%	0.8%	0.0
Cc1cc2nn(-c3ccc(F)cc3)nc2cc1NC(=O)c1cccc2c(Cl)cccc12
    -0.5%	.	0.9%	16.5%	-8.5	-1.8%	-14.9%	0.6%	-0.4
COc1ccc(C(=O)NCc2nnc(SCC(=O)Nc3cccc(F)c3)o2)cc1
    4.5%	22.0	3.5%	-5.5%	-8.1	-1.2%	2.7%	-4.4%	-1.7
CCCOc1ccc(-c2c(C(=O)N/N=C/C3CC=CCC3)nnn2-c2nonc2N)cc1 (configuration not stated)
    -2.8%	23.3	-9.2%	-4.5%	-5.7	-0.8%	10.6%	-6.9%	0.9
Cc1cc(C)n2nc3nc(N4CCCC4)nc(-c4ccccc4)c3c2n1
    0.9%	-11.3	-13.3%	14.5%	1.7	-5.2%	.	1.5%	-0.3
O=C(/C=C/[C@H]1O[C@@H](n2ccc(=O)[nH]c2=O)[C@H](O)[C@@H]1O)NCc1cccnc1
    .	.	.	.	-2.8	-3.3%	?	0.5%	.
O=C(Nc1cccs1)Nc1ccccc1Br
    -2.1%	-5.4	3.2%	-12.0%	0.5	7.6%	?	-5.1%	-1.0
CC(=O)N1c2ccc(S(=O)(=O)NCCC(=O)Nc3ccc(F)cc3C)cc2CC1C (configuration not stated)
    -9.3%	.	6.6%	-4.9%[56.9 µM]	-0.4	-2.9%	9.6%	-0.9%	.
CCc1nc2ccc(C(=O)NCc3ccc(OC)cc3)cn2c1N(CC)CCN(C)C
    .	.	.	.	-0.8	-2.1%	-3.7%	4.0%	.
C=C(C)C(=O)Nc1nnc(-c2cccs2)s1
    0.1%	11.8	0.0%	44.1%	-6.0	-3.1%	4.5%	-4.8%	1.0
